Screens from PubChem BioAssay.
NPC1 prom act = activates the NPC1 promoter. Huh7 NPC1 promoter luciferase reporter, 24 h. Potency, µM (top dose mostly 9.22 µM), for the others: at the top dose activation, usual class: activators. hit rate 2.4% among 320,000;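 also: % of control where 0% means no effect; nearly all actives have a fitted effect of over 60% in size; reporter is driven by a mutant NPC1 promoter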
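Huh7 reporter cells (NPC1 promoter driving luciferase) are dosed with compound for 24 h at 37 °C, 5% CO2; luciferase detection reagent is then added and luminescence measured after 10 min at ambient temperature.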
ELG1 genotox = inducers of genotoxicity in HEK293T ELG1-luciferase cells | HEK293T ELG1-luciferase reporter, luminescence, 16 h | AID 504466 | hit rate 1.3% among 330,000 | Potency, µM (doses to about 46 µM), inactives show at the top dose activity change, positive = activation, usual class: activators; also: % of control where 0% means no effect; nearly all actives have a fitted effect of over 60% in size
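DMSO vehicle served as control against compound-treated ELG1-luciferase HEK293T cells; exposure lasted 16 hr at 37 °C and 5% CO2, followed by ONE-Glo luminescence detection after 30 min.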
p53 reactivator = restores transcriptional activity of mutant p53 | hit rate 0.063% among 320,000 | Potency, µM (titrated, usually from 92.2 µM), for inactives: top-dose activity change, positive = activation, most hits filed as activators | AID 504706 | H1299 p53-A138V BP100-luciferase reporter, luminescence, 24 h; also: % of control where 0% means no effect; nearly all actives have a fitted effect of over 45% in size
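H1299 (p53-null), stable ts p53-A138V + BP100-Luc; 1000 cells/well, Opti-MEM/10% FBS; cpd 4 pt, 1:5; 24 h, 37 deg C, 5% CO2; detection reagent 10 min RT; luminescence.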
uPA generation = blocks generation of uPA at the cell surface; cell surface uPA generation assay, qHTS; Potency, µM (doses to about 38.3 µM), for the others: at the highest dose activity change, negative = inhibition, actives largely listed as inhibitors; hit rate 0.31% among 330,000; AID 540303; active = well fitted inhibition curve with a large enough effect; inconclusive = small, poorly fitted or top-dose-only effect; inactive = no such curve, though single readings can be large or run the other way; tested in mouse RAW 264.7 cells; also: % is scaled to controls: 0 for no effect and ±100 for the full control effect; nearly all actives have a fitted effect of over 55% in size
MBNL1-CUG inh = MBNL1-poly(CUG) RNA binding inhibition; TR-FRET MBNL1-His/biotin-(CUG)12 binding, 665/545 ratio; hit rate 0.036% among 280,000; Q9NR56; Potency, µM (doses to about 57.5 µM), inactives show at the top dose activity change, negative = inhibition, hits mostly inhibitors; active = well fitted inhibition curve with a large enough effect in the signal ratio, with a control signal flat, not every such curve was filed as active; inconclusive = small, poorly fitted or top-dose-only effect, or effect the other way, or a change in a side signal; inactive = no such curve, though single readings can be large or run the other way; the % refers to the signal ratio; also: % is scaled to controls: 0 for no effect and ±100 for the full control effect
Target sequence (Q9NR56 whole entry, looked up): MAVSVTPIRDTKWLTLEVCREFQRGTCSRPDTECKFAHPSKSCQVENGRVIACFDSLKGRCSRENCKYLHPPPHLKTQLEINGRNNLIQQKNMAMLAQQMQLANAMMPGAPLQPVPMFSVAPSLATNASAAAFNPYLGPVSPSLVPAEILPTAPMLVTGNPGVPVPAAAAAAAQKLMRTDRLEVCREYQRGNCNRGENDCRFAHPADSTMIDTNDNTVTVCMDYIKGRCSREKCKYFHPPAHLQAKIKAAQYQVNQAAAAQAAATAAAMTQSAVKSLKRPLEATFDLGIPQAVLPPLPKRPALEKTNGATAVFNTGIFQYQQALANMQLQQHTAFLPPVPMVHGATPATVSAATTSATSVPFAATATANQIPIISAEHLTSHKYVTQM
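TR-FRET readout: Ex 340 nm, 665/545 nm emission ratio, normalized to buffer-only (basal) and MBNL1-(CUG)12 controls. Complex of MBNL1-His with Biotin-(CUG)12, compounds 92 nM–58 uM, incubated 60 min at room temperature.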
RORgamma inh = blocks mouse ROR gamma transcriptional activity; hit rate 5.4% among 310,000; Drosophila S2 Gal4-RORgamma UAS-luciferase reporter, 20 h; Potency, µM (top dose mostly 53.6 µM), for the others: top-dose activity change, negative = inhibition, most hits filed as inhibitors; AID 2551; also: % is scaled to controls: 0 for no effect and ±100 for the full control effect; nearly all actives have a fitted effect of over 60% in size
Target sequence (P51450 whole entry, looked up, the tested form may be a part): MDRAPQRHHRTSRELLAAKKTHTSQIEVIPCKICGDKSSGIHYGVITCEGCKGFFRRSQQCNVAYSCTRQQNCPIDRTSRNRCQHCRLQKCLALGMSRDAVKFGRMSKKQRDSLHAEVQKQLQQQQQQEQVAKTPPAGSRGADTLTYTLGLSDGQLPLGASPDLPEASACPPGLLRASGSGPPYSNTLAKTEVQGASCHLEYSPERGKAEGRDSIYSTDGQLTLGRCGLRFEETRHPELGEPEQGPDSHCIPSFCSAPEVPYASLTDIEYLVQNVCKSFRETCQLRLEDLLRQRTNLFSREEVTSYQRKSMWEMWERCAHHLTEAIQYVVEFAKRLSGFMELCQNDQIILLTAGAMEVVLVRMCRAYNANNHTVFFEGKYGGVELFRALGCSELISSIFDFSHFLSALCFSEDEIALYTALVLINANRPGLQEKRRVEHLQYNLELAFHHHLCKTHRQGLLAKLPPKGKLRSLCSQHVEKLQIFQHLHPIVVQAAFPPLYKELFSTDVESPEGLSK
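Read-out: Photinus luciferase luminescence; inhibitors lower reporter signal. Insect Schneider cells with Gal4-ROR gamma fusion under metallothionein promoter, UAS reporter; 700 uM final copper sulfate induction, 20 hr, ambient temperature.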
Rab9 promoter act = activators of Rab9 promoter; hit rate 2.8% among 320,000; AID 485297; Huh7 Rab9 promoter-luciferase reporter, luminescence, 24 h; Potency, µM (series often up to 9.22 µM), for inactives: at the top dose activation, negative = inhibition, most hits filed as activators; also: % of control where 0% means no effect; nearly all actives have a fitted effect of over 60% in size
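Steps: seed 1500 Huh7 Rab9-luc cells per well, rest 2 h at 37 °C; add compound in DMSO; incubate 24 h; add luciferase reagent, 10 min ambient; read luminescence.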
VP16 counter = Gal4-VP16 reporter inhibition counter-screen. Drosophila S2 Gal4-VP16 UAS-luciferase, luminescence, 20 h. Potency, µM (highest dose often 53.6 µM), for the others: at the highest dose activity, negative = inhibition, actives largely listed as inhibitors. hit rate 3.5% among 310,000;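 also: Gal4-VP16 expression switched on by copper sulfate through the metallothionein promoter; % is scaled to controls: 0 for no effect and ±100 for the full control effect; nearly all actives have a fitted effect of over 50% in size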
FLuc counter = inhibits or activates purified firefly luciferase, miR-21 counter-screen; P08659; purified FLuc, Km substrates, luminescence inhibition; Potency, µM (top dose mostly 57.5 µM), inactives show at the highest dose activity change, negative = inhibition, hits mostly inhibitors; hit rate 6.9% among 360,000; AID 588342;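 also: plate controls were vehicle for no effect and reference inhibitor for full effect; nearly all actives have a fitted effect of over 55% in size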
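Biochemical qHTS of compounds, final roughly 60 µM downward over six points, against 10 nM purified firefly luciferase using Km concentrations of substrates (10 uM D-luciferin, 10 uM ATP) in Tris acetate pH 7.5 buffer; luminescence output.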
BRCA1 expr up = activators of BRCA1 expression; Potency, µM (doses to about 46.1 µM), inactives show at the highest dose activation, usual class: activators; AID 624202; MCF7-BRCA1-FFLuc reporter, luminescence, 48 h; response scale: scaled: vehicle 0%, 10 µM genistein 100%; hit rate 1.1% among 380,000; also: nearly all actives have a fitted effect of over 80% in size; some results filed as inactive show a strong effect at the top dose
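Quantitative HTS in MCF7 cells stably reporting BRCA1 expression via firefly luciferase. Compound treatment lasts 48 h at 37 °C in phenol-red free MEM. Activation is expressed relative to genistein at 10 microM and DMSO.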
The depositor's hits bear a star; u = inconclusive; x = no result given; [ ] = remark or other dose. Unless noted, calls follow the shape of the dose curve; as a rule, active = well fitted curve in the direction sought with a large enough effect; inconclusive = small, poorly fitted or top-dose-only effect, or another doubt; inactive = no such curve, though single readings can be large; an effect the other way counts as inactive or inconclusive. Potency is read from the fitted curve at half-maximal effect. Compounds as they come; about 13% have a hit in one of these screens.

Sequence of screens: NPC1 prom act	ELG1 genotox	p53 reactivator	uPA generation	MBNL1-CUG inh	RORgamma inh	Rab9 promoter act	VP16 counter	FLuc counter	BRCA1 expr up
O=C(Oc1cccc(Nc2ncnc3ccccc23)c1)c1ccccc1Cl
→ -6%	u	27%	-8%	-6%	u	-8%	u	17µM*	-24%
COc1cccc(C(=O)Nc2c3c(nn2-c2ccccc2C)CS(=O)C3)c1OC (stereo not given)
→ 1%	-3%	-2%	4%	5%	-28%	2%	1%	-1%	-32%
CCOCCn1c(N(C)Cc2ccccc2)nc2c1c(=O)[nH]c(=O)n2C
→ -8%	4%	9%	0%	-1%	-13%	5%	-4%	3%	-2%
COc1cc(NS(=O)(=O)c2ccc(NC(=O)c3ccc([N+](=O)[O-])cc3)cc2)ncn1
→ -2%	5%	12%	1%	14%	-9%	3%	0%	-4%	-9%
Cc1nc(NCc2ccccc2)c(C(N)=O)c2c1COC(C)(C)C2
→ 8%	-4%	0%	-8%	12%	15%	-1%	1%	-1%	-16%
CCc1nnc(NS(=O)(=O)c2ccc(NC(=O)c3ccco3)cc2)s1
→ 1%	-1%	1%	8%	-25%	-7%	-7%	-3%	u	7%
N#Cc1ccc(CSc2nnc(-c3cccs3)n2-c2ccccc2)cc1
→ 0%	-25%	-22%	8%	-10%	-1%	1%	-30%	-2%	-7%
CSc1nnnn1-c1ccc(Cl)cc1
→ -1%	8%	-2%	5%	-5%	16%	-7%	9%	-1%	-16%
COC(=O)c1ccc(N=NNc2ccc(C(=O)OC)cc2)cc1
→ u	18µM*	54%	1%	12%	1%	u	u	u	10%
CC(C)NC(=O)CCS(=O)(=O)c1ccc(Br)s1
→ 1%	-3%	16%	x	4%	-5%	2%	-2%	1%	12%
Cc1nn(C(C)C(=O)NNC(=S)Nc2ccc(Cl)cc2)c(C)c1[N+](=O)[O-] (stereo not given)
→ 1%	3%	-3%	x	1%	u	0%	-15%	2%	11%
C/C(=N\N1CCN(c2ccccc2)CC1)c1ccncc1
→ -4%	0%	-2%	2%	-5%	1%	2%	-1%	3%	1%
Cn1c(=O)c(=O)n(C)c2cc(S(=O)(=O)N3CCCC3C(=O)NCc3cccs3)ccc21 (stereo not given)
→ -3%	-2%	0%	-1%	-4%	0%	-4%	-2%	2%	49%
CCOC(=O)c1ccc(N2C(=O)c3n[nH]c(C)c3C2c2ccco2)cc1 (stereo not given)
→ u	-2%	-7%	8%	4%	30%	-4%	-9%	-1%	-37%
COc1ccccc1NC(=O)Nc1nc(CC(=O)NCc2c(F)cccc2F)cs1
→ 0%	-1%	-1%	0%	x	x	1%	x	1%	-10%
Cc1ccccc1CC1(CO)CCCN(Cc2ccccc2Cl)C1 (stereo not given)
→ 2%	-2%	x	1%	-3%	-17%	1%	-3%	-1%	-25%
CCOc1ccc(C(c2nnnn2C(C)(C)C)N2CCN(C(=O)c3ccco3)CC2)cc1 (stereo not given)
→ 0%	-1%	-4%	0%	-2%	-1%	-6%	8%	2%	-19%
CN(CC(=O)Nc1ccc(F)c(F)c1F)C(=O)CN1C(=O)C2CCCCC2C1=O (stereo not given)
→ -2%	-2%	7%	6%	1%	-4%	0%	1%	3%	-14%
O=C(N/N=C/c1cccs1)c1cnccn1
→ -1%	9%	u	1%	u	-83%	9%	-18%	u	30%
OC(c1ccccc1)(c1ccccc1)c1ccn[nH]1
→ -2%	3%	0%	6%	x	x	-5%	x	0%	-10%

Next records follow:
Sequence of screens: NPC1 prom act	ELG1 genotox	p53 reactivator	uPA generation	MBNL1-CUG inh	RORgamma inh	Rab9 promoter act	VP16 counter	FLuc counter	BRCA1 expr up
Cc1nc(NC(=O)COC(=O)C2=NNC(=O)CC2)c(Cl)cc1Cl
→ -5%	6%	0%	1%	4%	6%	-1%	3%	-4%	16%
O=C(Nc1cccnc1)C1CCN(S(=O)(=O)c2cccc3nonc23)CC1
→ -1%	-6%	1%	7%	u	10%	10%	4%	0%	0%
Oc1cccc(/C=N/N(Cc2ccccc2)c2ccccc2)c1
→ 0%	-7%	-9%	4%	0%	-24%	1%	-8%	-11%	-73%
O=C(N=C1N=C2C=CC(Br)=CN2Cc2ccccc21)c1ccc([N+](=O)[O-])cc1[N+](=O)[O-]
→ 3.5µM*	u	u	-2%	x	-20%	3.5µM*	-18%	12µM*	58%
CCc1ccc(CNCc2cccnc2)cc1
→ 2%	-1%	-6%	1%	-2%	-6%	-3%	-10%	11%	-2%
O=C(CSc1nnc(-c2ccccc2)o1)N1CCOCC1
→ 24%	6%	8%	1%	-13%	23%	u	8%	u	45%
COc1cc(C(=O)NCCCNc2nc3cc(C)c(C)cc3cc2C#N)cc(OC)c1OC
→ -3%	0%	2%	-1%	63%[activator]	19%	19%	-22%	-11%	0%
Cc1ccc(/C=N/N=C2\SCC(=O)N2CC2CC2)cc1
→ -5%	2%	-4%	0%	-4%	29%	-3%	-12%	u	-1%
COCCC(=O)N1CCC(Oc2ccc(C(=O)N3CCCCCC3)cc2)CC1
→ 1%	0%	u	-2%	-1%	15%	-8%	12%	5%	0%
COc1ccc(/C=N/NC2=NCCCCC2)cc1
→ 2%	u	5%	-4%	1%	12%	u	-4%	u	25%
CCC/C(=N\NC(=O)C1CC1)c1ccc(Br)cc1
→ -5%	-3%	x	-4%	-6%	-4%	0%	5%	4%	0%
Nn1c(SCC(=O)NCc2ccc3c(c2)OCO3)nnc1C(F)(F)F
→ x	0%	0%	13%	x	x	x	x	x	12%
O=C(O)c1ccccc1C(=O)c1ccc(Sc2ccc(Cl)cc2)c([N+](=O)[O-])c1
→ -4%	-5%	0%	1%	16%	20%	-5%	4%	-8%	-15%
Cc1ccc(Cc2nnc(SCC(=O)Nc3ccccc3C)[nH]c2=O)cc1
→ -2%	-8%	6%	1%	x	x	-3%	x	2%	2%
COc1cccc(CN(C(=O)CN2C(=O)c3ccccc3S2(=O)=O)C(C(=O)NCC2CCCO2)c2ccco2)c1 (stereo not given)
→ 6%	1%	-2%	-14%	-8%	90%	-4%	-13%	1%	-16%
CCOC(=O)Cn1nnnc1C(CC)N(Cc1cccs1)Cc1cc2ccc(OC)cc2[nH]c1=O (stereo not given)
→ 1%	-8%	-7%	-3%	-4%	-33%	9%	-19%	4%	-23%
Cc1ccc(C(C)C)c(OCC(=O)NNCC(=O)Nc2cccc(F)c2)c1
→ x	0%	5%	-28%	x	x	x	x	x	3%
CCN(CC)S(=O)(=O)c1cccc(-c2nnc(SCC(=O)c3cc(C)n(C4CC4)c3C)o2)c1
→ -5%	-7%	0%	-3%	0%	7%	-12%	17%	2%	3%
C#CCOCCOCCOCCNc1nc(N2CCN(C(=O)[C@H](C(C)C)n3cc(CCO)nn3)CC2)nc(N2CCN(C(=O)[C@H]([C@@H](C)CC)n3cc(CCCCN)nn3)CC2)n1
→ -2%	3%	-6%	-8%	-3%	21%	-2%	5%	2%	4%
CC(C)Cn1c(N)c(C(=O)COC(=O)c2ccc([N+](=O)[O-])o2)c(=O)n(C)c1=O
→ -2%	-8%	1%	-14%	u	-24%	-6%	-29%	1%	-32%

Continuation.
Sequence of screens: NPC1 prom act	ELG1 genotox	p53 reactivator	uPA generation	MBNL1-CUG inh	RORgamma inh	Rab9 promoter act	VP16 counter	FLuc counter	BRCA1 expr up
Cc1cc(C(=O)Nc2cccc(C(=O)O)c2)oc1C
→ u	u	-18%	-2%	4%	6.3µM*	u	u	0.54µM*	u
CCOC(=O)COc1cc(OCC(=O)OCC)c2c3c(c(=O)oc2c1)CCCC3
→ -5%	-1%	-3%	-8%	5%	-3%	4%	-3%	-2%	-39%
Cc1cc(NC(=O)CSc2nc3c(c(=O)n2-c2ccccc2)SC(C)C3)no1 (stereo not given)
→ 0%	4%	-7%	9%	1%	6%	-1%	-1%	-1%	3%
Cc1cc(C)c(C#N)c(Nc2ccccc2Cl)n1
→ 12%	2%	5%	-1%	6%	-12%[10 µM]	-1%	-3%	3%	-5%
COc1ccc(-n2ncc3c(SCC(=O)N4CCN(c5ccccc5OC)CC4)ncnc32)cc1
→ 1%	-6%	-8%	5%	4%	-1%	1%	-6%	u	-24%
COc1cccc(C2C(C(=O)c3cccs3)=C(O)C(=O)N2CCN2CCOCC2)c1 (stereo not given)
→ -4%	0%	-1%	-6%	17%	-15%	2%	1%	0%	-44%
CCSc1nnc(NC(=O)[C@@H](NC(=O)c2cc(OC)cc(OC)c2)C(C)C)s1
→ -3%	-2%	4%	4%	-28%	16%	15%	5%	u	-3%
CCOC(=O)CN1C(=O)SC(CC(=O)Nc2nccs2)C1=O (stereo not given)
→ -1%	2%	5%	4%	9%	0%	-1%	-10%	0%	5%
O=C(Cn1cncn1)N/N=C/c1cccnc1
→ 1%	-3%	1%	8%	-3%	-2%	-2%	1%	1%	-17%
Cc1cc(C)c(C)c(S(=O)(=O)N2CCN(C(=O)CCc3nc4ccccc4c(=O)[nH]3)CC2)c1C
→ -2%	-11%	-12%	-3%	4%	u	-12%	-7%	0%	0%

3 of the entries above in order of their number in p53 reactivator, ascending:
compound | p53 reactivator
Oc1cccc(/C=N/N(Cc2ccccc2)c2ccccc2)c1 | -9%
CCOC(=O)CN1C(=O)SC(CC(=O)Nc2nccs2)C1=O (stereo not given) | 5%
O=C(Oc1cccc(Nc2ncnc3ccccc23)c1)c1ccccc1Cl | 27%
